yeast bub3: NCI yeast anticancer drug screen, S. cerevisiae bub3 mutant strain | % growth inhibition at 50 µM | actives 9.9% (n = 78,000) | AID 167;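 also: 0% = growth of vehicle-only cultures of the same strain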
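Whole-cell yeast assay. The mutant strain was incubated with compounds, and growth inhibition was determined by comparison with vehicle-treated cells.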
sgs1 mgt1: NCI yeast anticancer drug screen, S. cerevisiae sgs1 mgt1 strain. AID 161. growth inhibition, % at 50 µM. actives 10% (n = 78,000);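 also: 0% = growth of vehicle-only cultures of the same strain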
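Read-out: growth inhibition vs vehicle controls. Cells: mutant yeast strain deficient in DNA damage repair.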
yeast cln2 rad14: NCI yeast anticancer drug screen, S. cerevisiae cln2 rad14 strain | % growth inhibition at 50 µM | actives 8.3% (n = 78,000) | AID 165;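 also: 0% = growth of vehicle-only cultures of the same strain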
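Readout is yeast growth inhibition versus vehicle-treated controls, using a strain with cln2 and rad14 alterations exposed to compound.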
rad50: NCI yeast anticancer drug screen, S. cerevisiae rad50 strain; % growth inhibition at 50 µM; actives 10% (n = 79,000); AID 155;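 also: 0% = growth of vehicle-only cultures of the same strain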
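Cells are treated with compound, grown, and their growth is then scored against vehicle-only cultures of the same repair-deficient yeast strain.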
mlh1 rad18: NCI yeast anticancer drug screen, S. cerevisiae mlh1 rad18 strain | % growth inhibition at 50 µM | actives 11% (n = 79,000);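 also: 0% = growth of vehicle-only cultures of the same strain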
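Steps: expose repair-defective yeast to compound; measure growth; express inhibition against vehicle-treated controls.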
mec2-1: NCI yeast anticancer drug screen, S. cerevisiae mec2-1 strain | actives 9% (n = 79,000) | growth inhibition, % at 50 µM | AID 157;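 also: 0% = growth of vehicle-only cultures of the same strain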
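Cells of the genetically defined mec2-1 yeast strain are incubated with test compound. Inhibition of growth is calculated against vehicle-treated controls.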
An asterisk follows results filed as active; & = joins results of further samples; ! = repeats disagree. Rule as the data show it: active = growth inhibition above about 70%; inactive = the rest. Rows are unselected, and some 14% of all compounds hit somewhere here.

Structure,yeast bub3,sgs1 mgt1,yeast cln2 rad14,rad50,mlh1 rad18,mec2-1
O=C(COc1cc(Cl)c(Cl)cc1Cl)Nc1ccccc1,8,-3,4,0,-19,6
CCC(=O)C(OC(C)=O)C(OC(C)=O)C(OC(C)=O)C(COC(C)=O)OC(C)=O (stereo not given),-4,-8,28,-2,14,-1
CN(C(=O)/C=C/c1ccccc1)C1CCCCC1,2,11,-35,4,6,3
CC(C)Sc1nc(NC(=O)N(C)N=O)cc(=O)[nH]1,-10,20,28,-3,-32,-3
C/C(=N/NC(=S)Nc1ccccc1Cl)c1cccc(/C(C)=N\NC(=S)Nc2ccccc2Cl)n1,32,40,6,39,25,17
Nc1nc2c(ncn2C2C=CC(COS(N)(=O)=O)C2)c(=O)[nH]1 (stereo not given),-5,3,-2,5,11,0
O=C(COc1ccc(Cl)cc1)NC(CO)(CO)CO,17,19,43,22,11,16
CCN(CC)CCOc1ccc(N2C(=O)c3cc(OC)c(OC)cc3C2=O)cc1,-32,-15,5,-23,-35,-19
Cc1ccccc1Nc1nc(NNC(=O)Cc2ccccc2)nc(NNC(=O)c2ccncc2)n1,38,40,9,38,28,21
c1ccc(CN2CCC(N3CCCC3)CC2)cc1,-23,-22,11,-23,-30,-26
Cc1ccccc1C(c1ccccc1)C(COS(C)(=O)=O)COS(C)(=O)=O (stereo not given),-1,34,10,19,23,-3
COc1cc(N=Nc2cc(OC)c(OC)c(OC)c2)cc(OC)c1OC,-3,-1,-6,-13,5,-3
N#CC(C(=O)Nc1ccccc1)C1=C(Cl)C(=O)c2ccccc2C1=O (stereo not given),92*,93*,92*,92*,91*,93*
CCOC(=O)CSc1ccnc(=O)[nH]1,-16,-5,0,-9,-32,-9
CC1(C)OC2OC(C3CC3)C(OCc3ccccc3)C2O1 (stereo not given),-11,-8,-16,-4,-6,-1

Profiles as entered above.
CC(C)Sc1nc(NC(=O)N(C)N=O)cc(=O)[nH]1 is entered as yeast bub3: -10; sgs1 mgt1: 20; yeast cln2 rad14: 28; rad50: -3; mlh1 rad18: -32; mec2-1: -3
COc1cc(N=Nc2cc(OC)c(OC)c(OC)c2)cc(OC)c1OC is entered as yeast bub3: -3; sgs1 mgt1: -1; yeast cln2 rad14: -6; rad50: -13; mlh1 rad18: 5; mec2-1: -3

The results go on.
Structure,yeast bub3,sgs1 mgt1,yeast cln2 rad14,rad50,mlh1 rad18,mec2-1
Cc1cc(O)c(Cl)c(C)c1Cl,3,19,5,-1,-36,4
O=C1C=CC(=O)c2cc(Sc3ccccc3)c(=O)ccc21,37,72*,39,81*,87*,42
O=C1c2cc([N+](=O)[O-])cc3cc([N+](=O)[O-])cc(c23)C(=O)N1CCCNCCNCCCN1C(=O)c2cc([N+](=O)[O-])cc3cc([N+](=O)[O-])cc(c23)C1=O,84*,81*,83*,61,77*,77*
Cn1c(=O)c2ccccc2c2ccccc21,86*,85*,70*,97*,96*,75*
O=C(Nc1ccccc1[N+](=O)[O-])C(=O)Nc1ccccc1[N+](=O)[O-],-1,-3,-22,-8,0,6
CC12C3C4C1C1C2C3C41CO (stereo not given),0,9,4,2,-8,-7
CC(=O)OC1CCC2(C)C(=CCC3C2CCC2(C)C(C(C)C(=O)O)CCC32)C1 (stereo not given),-31,-21,-10,16,13,-33
[O-]c1c[n+](CCCC[n+]2cc([O-])on2)no1,-61,-13,4,-5,-2,-33
Cc1ccc(Nc2nnc(Nc3ccc(C)cn3)c3ccccc23)nc1,4,-5,-19,-11,-8,-12
C[S+](C)c1ccc(Cl)cc1,11,-21,18,-1,8,-7
CCCCCCCCC1CC(=O)OC1=O (stereo not given),-2,-1,7,0,-2,1
O=C1c2ccccc2-c2c1c1ccccc1c(=O)n2Cc1ccco1,-11,-3,9,16,-19,-29
CC(=O)c1cc(C(C)(C)c2ccccc2)ccc1N,5,-12,-4,-2,-16,-12
CCNC(=O)C1CC2C=CC1C2 (stereo not given),3,4,13,-1,2,2
CC1(C)c2ccccc2C(=O)c2ccccc21,-3,3,-5,8,5,7

Next compounds.
Structure,yeast bub3,sgs1 mgt1,yeast cln2 rad14,rad50,mlh1 rad18,mec2-1
C(=Nc1ccc(-c2cc(-c3ccccc3)nc3ccc4ccccc4c23)cc1)c1ccccc1,51,55,15,50,58,33
O=C(NC1COB(c2cccc([N+](=O)[O-])c2)OC1c1ccc([N+](=O)[O-])cc1)C(Cl)Cl (stereo not given),16,6,-24,13,64,28
NC(=S)N/N=C(\c1ccccc1)c1cccc2ccccc12,59,59,-35,5,33,51
Cc1ncc([N+](=O)[O-])n1CCN(C)CCCCn1ccnc1[N+](=O)[O-],8,-5,-4,0,-58,-1
Cc1cc(Cl)ccc1NC(=O)N1CCCCC1,8,10,2,7,-4,-17
CCCCCCCOC(=O)c1ccccc1Cl,14,23,-7,7,2,-10
C=CC[N+](CC)(CC)Cc1ccc(C[N+](CC)(CC)CC=C)cc1,1,-3,9,27,16,4
CC1CC[C@]2(C(=O)O)CCC3(COC(=O)/C=C\c4ccc(O)cc4)C(=CCC4[C@@]5(C)CC[C@H](O)C(C)(C)C5CC[C@]43C)[C@@H]2[C@H]1C (stereo not given in full),-3,-2,6,-2,-18,1
OC(c1ccccc1)(c1c2ccccc2cc2ccccc12)C1CCC1 (stereo not given),13,1,10,17,-6,20
Cc1ccc(S(=O)(=O)N/N=C(\C(=O)c2ccccc2)c2ccccc2)cc1,24,39,28,45,37,18
O=C(O)CCCCCCCCCCS(=O)(=O)Cc1ccccc1,9,-2,-12,7,-8,-12
CN(C)c1ccc([N+]([O-])=Nc2ccc3ccccc3c2)cc1,-31,-8,-33,-12,-13,-5
COc1ccc(N=Nc2c(C)c(C#N)c(=S)n(C3OC(CO)C(O)C(O)C3O)c2C)cc1 (stereo not given),28,47,8,16,22,14
C[N+](C)=c1ccc2nc3ccc(N)cc3sc-2c1,-80,-44,-67,-85,-77,-59
COc1ccc(/C(Cl)=C(\C=O)c2ccc(OC)c(OC)c2)cc1OC,-3,0,-17,22,-13,4

New compounds follow:
Structure,yeast bub3,sgs1 mgt1,yeast cln2 rad14,rad50,mlh1 rad18,mec2-1
Cc1c(NC(=O)C(=O)N=NC(=O)c2ccncc2)c(O)c2ccccc2c1O,91*,92*,90*,91*,91*,93*
CCc1nc(N)nc(C(=O)NCCNC(=O)c2nc(N)nc(CC)c2C)c1C,-13,-12,-17,-38,-45,-14
COC(=O)NC1(NC(=O)OC)NC(=O)c2cc(OC)c(OC)c(OC)c2N1,-12,11,-11,17,4,8
NC(=O)SCC(=O)Nc1ccccc1,84*,88*,80*,86*,87*,68
CCN(CC)CN1C(=O)C2C3C=CC(C2C1=O)C1C2C(=O)N(CN(CC)CC)C(=O)C2C31 (stereo not given),-48,-28,-9,3,-46,-26
COc1ccc(Cc2c3cc(OC)c(OC)cc3cc[n+]2CC(=O)c2ccc(Cl)cc2)cc1OC,-1,-4,14,-11,9,-15
CC(C)C(N)CO (stereo not given),-2,17,11,17,22,-15
CCN(CC)Cc1cc2[nH]c3c4ccc(Cl)cc4ncc3c2cc1OC (tested in a mixture with another compound),49&45,74*!,29&-2,65&59,77*!,66&39
O=C(O)CCCC1CCC(=O)CC1,0,-8,-24,0,3,-8
C=C1CC[N+]2(CCCCCC)CCCC12 (stereo not given),25,11,-1,2,22,27
Fc1ccc(CSc2n[nH]c(=S)c3nc[nH]c23)cc1,1,1,-1,6,5,6
CC(=O)Nc1ccc2c(c1)OCO2,-1,-6,-23,-10,-12,-20
O=C(CCN(Cc1ccccc1)Cc1ccccc1)c1ccc2ccccc2c1,60,91*,84*,76*,81*,56
CC(C)C1=CC23CCC4C(C)(C(=O)O)CCCC4(C)C2CC1C(C(=O)O)C3C(=O)O (stereo not given),98*,95*,98*,98*,96*,98*
Nc1ccc(Cc2cc([N+](=O)[O-])cc([N+](=O)[O-])c2)cc1,15,11,-42,3,-30,-2

Some of these compounds in order of molar mass, ascending.
Structure,yeast bub3,sgs1 mgt1,yeast cln2 rad14,rad50,mlh1 rad18,mec2-1
CCN(CC)Cc1cc2[nH]c3c4ccc(Cl)cc4ncc3c2cc1OC (tested in a mixture with another compound),49&45,74*!,29&-2,65&59,77*!,66&39
Cc1c(NC(=O)C(=O)N=NC(=O)c2ccncc2)c(O)c2ccccc2c1O,91*,92*,90*,91*,91*,93*
CCc1nc(N)nc(C(=O)NCCNC(=O)c2nc(N)nc(CC)c2C)c1C,-13,-12,-17,-38,-45,-14

Remaining list, next part
Structure,yeast bub3,sgs1 mgt1,yeast cln2 rad14,rad50,mlh1 rad18,mec2-1
CC(C)CC(C(=O)O)N(CC(=O)O)CC(=O)O (stereo not given),11,6,-10,4,-17,0
CCN(CC)CCNC(=O)Cc1cc(O)c2c(c1O)C(=O)c1ccccc1C2=O,6,77*,41,73*,52,5
Cc1ccc(-c2c(C#N)c(-c3ccc(Cl)cc3)c(C#N)c(=O)n2NS(=O)(=O)c2ccccc2)cc1,71*,69,64,63,74*,71*
NC1=NN(S(=O)(=O)c2ccc(Cl)cc2)CC1,-3,-9,-22,-15,6,-6
Cn1c(=O)c2nc3c(nc2n(C)c1=O)c(=O)n(C)c(=O)n3C,-7,1,13,-11,-19,2
NC(=S)C(=S)N/C=C/c1nc2ccccc2[nH]c1=O,91*,92*,89*,90*,89*,93*
COc1ccc(CC(C)NN)cc1 (stereo not given),99*,50,96*,93*,99*,57
CCOc1ccc2nc([NH-])sc2c1.CCOc1ccc2nc([NH-])sc2c1.CCOc1ccc2nc([NH-])sc2c1.CCOc1ccc2nc([NH-])sc2c1.[Cl][Rh][Cl],0,67,30,30,80*,32
CCCCCCCC/C=C\CCCCCCCC(=O)OC,44,49,-32,34,49,44
CC(C)COc1ccccc1,-8,-22,-9,-3,4,-12
COc1cccc2c1C(=O)c1c(O)c3c(c(O)c1C2=O)CC(O)(C1(C)OCCO1)CC3O (stereo not given),-4,2,-17,8,6,1
CN(C)c1ccc(/C(=N\O)C(=O)O)cc1,0,-2,-9,-15,2,-13
O=C(O)c1ccc([N+](=O)[O-])c(P(=O)(O)O)c1,-30,-12,-43,-6,-4,-7
O=C1CCS(=O)(=O)c2ccccc21,33,58,37,91*,64,65
NC(=S)N/N=C\C(O)CO (stereo not given),12,9,-25,12,7,-19

Remaining list, next part:
Structure,yeast bub3,sgs1 mgt1,yeast cln2 rad14,rad50,mlh1 rad18,mec2-1
Oc1ccccc1C=NCCCN=Cc1ccccc1O,49,36,16,12,22,0
Clc1ccc(Cl)c(-c2csc(-c3cccnc3)n2)c1,8,12,-34,5,18,-12
CC(=O)C(=C(c1ccccc1)c1ccccc1)c1ccccc1,-47,-33,-1,-51,8,-8
O=COC1CC2CC1c1ccccc12 (stereo not given),-4,-2,-8,5,7,-10
CC1CC(C)OC(c2ccc(Cl)cc2)O1 (stereo not given),-2,17,-29,21,19,14
CCOC(=O)c1c(Cl)nc2ccccc2c1N=[N+]=[N-],87*,89*,58,79*,89*,82*
COC(=O)c1ccc(C)[n+](C2OC(COC(=O)c3ccccc3)C(OC(=O)c3ccccc3)C2OC(=O)c2ccccc2)c1 (stereo not given),-14,8,-26,5,29,3
CC(NC(=O)CN(C)C(=O)OCc1ccccc1)C(=O)O (stereo not given),-9,0,-3,-11,-14,-22
COC(=O)c1ccc(C(=O)OC)cc1,9,16,12,-12,11,-26
CCOC(=O)C1=C(OC(OCC)C(CC)[Se]c2ccccc2)CCCC1 (stereo not given),58,33,35,55,39,16
CC(=O)Nc1ccc(OC(=S)N(C)C)cc1,16,-9,-34,4,-18,-7
O=C(CNC(=O)C(CCC(=O)OCc1ccccc1)NC(=O)OCc1ccccc1)NCC(=O)Oc1ccc([N+](=O)[O-])cc1 (stereo not given),4,10,9,25,18,14
Cc1ccc(Cl)cc1N=C=S,-38,6,-5,-22,-11,-19
O=C1CCCC1C(O)(C(F)(F)Cl)C(F)(F)Cl (stereo not given),-8,-12,-8,-31,-17,-40
O=[N+]([O-])c1ccc2c(c1)CCCC2,8,-10,-9,-12,-15,-21

The listing continues:
Structure,yeast bub3,sgs1 mgt1,yeast cln2 rad14,rad50,mlh1 rad18,mec2-1
COc1cc(OC)c(-c2oc3ccccc3c(=O)c2O)c(OC)c1,5,2,-13,-10,-5,13
COc1cccc2nc3c(C(=O)NCCN(C)C)cccc3cc12,-51,10,-7,82*,0,16
COc1ccc(C2NCc3c(sc4c3CCCC4)-n3cccc32)cc1 (stereo not given),19,93*,58,57,77*,12
CCCCCCCCCCCCn1cnc2ccccc2c1=O,2,-1,-4,-9,-2,4
CC1(C)OC(=O)C2C3C=CC(C2C(=O)O)C31 (stereo not given),10,-4,-20,14,9,10
C=CCc1cc2c(C)cc(=O)oc2c(C)c1OC(C)=O,-26,-1,13,-4,-2,-24

Screening results: PubChem BioAssay, NCI
